Source: PubChem
XBP1 UPR activ: activators of adaptive arm of unfolded protein response (XBP1). CHO-XBP1 luciferase reporter, IRE1-XBP1 UPR activation, luminescence; percent of tunicamycin response, DMSO as zero. activation, % at 20 µM. 330,000 compounds, 0.33% hits. AID 463104;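 active means versus positive control, 20 µM dose yields 30% or more activation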;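 further: 100% = tunicamycin at 10 µg/mL and 0% = DMSO only wells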
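Assay system: IRE1-XBP1 luciferase reporter CHO line. Input: 1000 cells/well. Buffer or medium: F12 with 10% serum. Doses: 20 µM, 1% DMSO. Times: overnight seeding at 37 °C, 6 h compound treatment at 37 °C. Technique: Steady-Glo luciferase glow luminescence, 10 min after reagent addition.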
APJ antagonist: blocks the human apelin receptor APJ; CHO-K1 APJ beta-arrestin complementation, luminescence; inhibition, % at 20 µM; AID 2521; 330,000 compounds, 0.32% hits;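 active means inhibition above about 40% at 20 µM, limit read from the data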;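 further: cells challenged with 10 nM apelin-13 agonist together with compound; plate controls were apelin-13 plus DMSO wells for no effect and DMSO wells lacking apelin-13 for full effect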
Target sequence (P35414 whole entry, looked up): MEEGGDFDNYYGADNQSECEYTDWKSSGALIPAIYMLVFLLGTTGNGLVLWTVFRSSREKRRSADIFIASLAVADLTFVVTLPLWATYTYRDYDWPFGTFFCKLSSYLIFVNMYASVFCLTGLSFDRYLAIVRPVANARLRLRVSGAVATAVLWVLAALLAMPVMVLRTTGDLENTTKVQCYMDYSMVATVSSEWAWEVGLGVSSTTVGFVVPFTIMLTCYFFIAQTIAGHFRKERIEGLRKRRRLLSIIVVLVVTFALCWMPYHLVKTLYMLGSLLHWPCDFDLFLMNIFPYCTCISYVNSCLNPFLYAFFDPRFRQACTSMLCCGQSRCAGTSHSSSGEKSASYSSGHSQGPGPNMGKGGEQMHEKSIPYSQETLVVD
697 NFkB inh: lowers PMA/ionomycin-induced NF-kB signal in 697 B cells. 697 B-cell NF-kB luciferase reporter, 16 h. inhibition, % at 4 µM. 330,000 compounds, 0.33% hits; in the data active means inhibition above about 35%
tim23-1 inh: tim23-1 yeast growth inhibition. inhibition, % at 20 µM. AID 463212. 330,000 compounds, 1.3% hits. S. cerevisiae tim23-1 growth, BacTiter-Glo luminescence, 24 h;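 active means growth inhibition of the mutant yeast at or above 50%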;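 further: temperature-sensitive mutant grown at 25 °C; plate controls were DMSO-treated mutant yeast for no effect and medium wells lacking yeast for full effect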
APJ ag: activates the human apelin receptor APJ. P35414. CHO-K1 APJ PathHunter beta-arrestin, luminescence; 0% DMSO wells, 100% apelin. activation, % at 20 µM. 330,000 compounds, 0.11% hits. AID 2520;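 active means activation more than six SD over the plate average, tested at 20 µM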;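 further: 0% = DMSO alone and 100% = apelin-13 at 10 nM; some results filed as inactive read as strong as hits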
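Material: CHO-K1 APJ beta-arrestin complementation cell line; Input: cell density 1000 per well; Incubation: compound stimulation 90 min at 25 °C, detection 60 min; Signal: luminescence from split beta-galactosidase complementation, Galacton Star/Emerald II substrate; Controls: DMSO-only wells as negative, 10 nM Apelin-13 as positive control.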
Jurkat NFkB inh: inhibitors of the PMA/ionomycin-induced NF-kB reporter in Jurkat cells | inhibition, % at 4 µM | 330,000 compounds, 0.53% hits | AID 435003 | PMA/ionomycin-induced NF-kB luciferase reporter, luminescence; in the data active means inhibition above about 50%
Mdm2 MdmX PPI: inhibitors of human Mdm2/MdmX interaction; 330,000 compounds, 3% hits; inhibition, % at 8 µM; SaOS-2 split-luciferase Mdm2/MdmX complementation, luminescence; O15151+Q00987;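 active means inhibition of at least 50% at 8 µM in the primary screen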
CHOP UPR activ: apoptotic UPR (CHOP) activation; CHO-CHOP luciferase reporter, luminescence; percent of tunicamycin response over DMSO baseline; activation, % at 10 µM; 330,000 compounds, 0.34% hits; AID 449763;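 active means at 10 µM dose, activation of 40% or more, normalized to positive control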;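 further: 100% = tunicamycin at 10 µg/mL and 0% = DMSO alone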
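Evaluation: % reporter activation, DMSO baseline versus tunicamycin full activation; System: CHO-CHOP luciferase reporter cell line; Input: 500 cells/well; Incubation: 6 h compound treatment, 37 °C; Measured by: Steady-Glo luciferase luminescence; Dosing: one dose, 10 µM in 0.5% DMSO; Buffer or medium: F12 medium, 10% FBS; Benchmarks: positive tunicamycin 10 µg/mL, negative DMSO alone.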
The depositor's hits bear a star.

1. Cc1c(N(C)C)c(=O)n(-c2ccccc2)n1C
2. Cc1cccc(NC(=O)C2CCN(S(=O)(=O)c3ccc4c(c3)OCCO4)CC2)n1
3. COc1cc(S(=O)(=O)Nc2ccncc2)ccc1F
4. O=C(O)CN=CC1=C(O)CC(c2ccccc2)CC1=O (centres undefined)
5. C=CCn1c(N)c(C(=O)OCC(C)C)c2nc3ccccc3nc21
6. Cc1cc(C(=O)OC(C)C(=O)NC2CCCCC2)c(C)o1 (centres undefined)
Compound	1	2	3	4	5	6
XBP1 UPR activ	2	1	-1	-2	5	3
APJ antagonist	5	-34	-15	-1	74*	-45
697 NFkB inh	7	-12	-6	-8	-1	-20
tim23-1 inh	-11	15	2	-2	2	18
APJ ag	-5	3	-3	-2	-19	-3
Jurkat NFkB inh	12	0	7	-8	-6	-12
Mdm2 MdmX PPI	21	-3	12	6	1	-17
CHOP UPR activ	1.2	-1.1	0.9	-1.6	1.5	0.3

A second format for some results above:
1: Cc1c(N(C)C)c(=O)n(-c2ccccc2)n1C
  XBP1 UPR activ: 2 | APJ antagonist: 5 | 697 NFkB inh: 7 | tim23-1 inh: -11 | APJ ag: -5 | Jurkat NFkB inh: 12 | Mdm2 MdmX PPI: 21 | CHOP UPR activ: 1.2

2: Cc1cccc(NC(=O)C2CCN(S(=O)(=O)c3ccc4c(c3)OCCO4)CC2)n1
  XBP1 UPR activ: 1 | APJ antagonist: -34 | 697 NFkB inh: -12 | tim23-1 inh: 15 | APJ ag: 3 | Jurkat NFkB inh: 0 | Mdm2 MdmX PPI: -3 | CHOP UPR activ: -1.1

3: COc1cc(S(=O)(=O)Nc2ccncc2)ccc1F
  XBP1 UPR activ: -1 | APJ antagonist: -15 | 697 NFkB inh: -6 | tim23-1 inh: 2 | APJ ag: -3 | Jurkat NFkB inh: 7 | Mdm2 MdmX PPI: 12 | CHOP UPR activ: 0.9

4: O=C(O)CN=CC1=C(O)CC(c2ccccc2)CC1=O (centres undefined)
  XBP1 UPR activ: -2 | APJ antagonist: -1 | 697 NFkB inh: -8 | tim23-1 inh: -2 | APJ ag: -2 | Jurkat NFkB inh: -8 | Mdm2 MdmX PPI: 6 | CHOP UPR activ: -1.6

Continued.
7. Cc1ccc(-n2cnc3c(sc4nccc(N(C)C)c43)c2=O)cc1
8. COc1ccc(C(OCC(O)CNC(C)c2ccccc2)c2ccc(OC)cc2)cc1 (centres undefined)
9. CCOC(=O)/C(=N\Nc1ccccc1Cl)N1CCN(Cc2ccccc2)CC1
10. CCOC(=O)c1c(NC(=O)CC2Nc3ccccc3NC2=O)sc(C)c1C (centres undefined)
11. CCn1cc(S(=O)(=O)NC(C)c2cc(OC)ccc2OC)cn1 (centres undefined)
12. CC(c1ccon1)N(C)C(=O)c1ccc2nc(Cc3cccc(Cl)c3)oc2c1 (centres undefined)
Compound	7	8	9	10	11	12
XBP1 UPR activ	-1	-4	15	-1	-3	-2
APJ antagonist	0	7	9	9	-11	2
697 NFkB inh	-51	17	-14	3	-26	-25
tim23-1 inh	25	21	28	1	16	32
APJ ag	-2	-6	-2	-3	-4	1
Jurkat NFkB inh	-15	1	0	17	0	-13
Mdm2 MdmX PPI	28	44	-2	17	10	20
CHOP UPR activ	0.3	-0.9	3.1	1.2	-0.8	0.4

13. CCOc1ccc(-c2nc(CN3CCCCC3CCn3cccn3)c(C)o2)cc1 (centres undefined)
14. CNC(=O)c1ccccc1NC(=O)C1CC(=O)N(c2ccc(OC)cc2)C1 (centres undefined)
15. Cn1cccc1C(=O)NNC(=O)c1ccccc1Br
16. O=C(COc1ccc2ccccc2c1)N1CCNCC1
17. N/C(Cc1ccc([N+](=O)[O-])cc1)=N\OC(=O)COc1ccccc1Cl
18. CCn1c(COc2ccc(C)cc2)nnc1SCC(=O)Nc1ccc(S(N)(=O)=O)cc1
Compound	13	14	15	16	17	18
XBP1 UPR activ	1	-1	1	-4	-2	-3
APJ antagonist	15	4	2	-21	-8	5
697 NFkB inh	-37	11	-36	19	23	-16
tim23-1 inh	8	-1	-3	7	27	-11
APJ ag	-3	0	1	-2	-2	-2
Jurkat NFkB inh	13	17	-38	-10	1	-7
Mdm2 MdmX PPI	-9	22	-16	9	-10	4
CHOP UPR activ	0.7	-1.6	0.2	2.1	0.5	-0.4

19. O=C(CSc1nnnn1-c1ccccc1)NC(=O)Nc1ccc2c(c1)OCCO2
20. COc1ccc(-n2c(Cc3cccn3C)nnc2SCC(=O)Nc2cccc(C)c2C)cc1
21. COC(=O)c1cccc(Oc2cccc(Cl)n2)c1
22. CCOC(=O)C1CCN(c2ncnc3c(C)csc23)CC1
23. CCOC(=O)c1cc(C)sc1NC(=O)CSc1nnnn1C
24. N#CCCN(C(=O)COC(=O)CCc1nc2ccccc2c(=O)[nH]1)c1ccccc1F
Compound	19	20	21	22	23	24
XBP1 UPR activ	1	-1	-1	4	-5	-2
APJ antagonist	3	7	15	-1	-8	20
697 NFkB inh	-42	7	-9	-8	-3	27
tim23-1 inh	-12	24	15	15	16	-13
APJ ag	-5	-3	-4	4	-7	-2
Jurkat NFkB inh	-52	-1	-8	-15	0	4
Mdm2 MdmX PPI	-10	17	24	5	7	12
CHOP UPR activ	4.7	-2.2	-0.1	1.6	1.2	-0.3

25. O=C(CCNC(=O)Cn1cnc2ccccc2c1=O)NCC1COc2ccccc2O1 (centres undefined)
26. COC(=O)/C=C1\NCCNC1=O
27. Cc1cc(C(=O)N2CCCC(CNS(=O)(=O)c3cccs3)C2)nn1C (centres undefined)
28. COc1ccc(C(c2oc(CO)cc(=O)c2O)c2oc(CO)cc(=O)c2O)cc1
29. O=C(NCCN1CCOCC1)c1cc2n(n1)C(C(F)(F)F)CC(c1ccc(F)cc1)N2 (centres undefined)
30. O=C(Cc1ccc(Cl)cc1)Nc1ccc(N2CCN(C(=O)c3ccco3)CC2)c(Cl)c1
Compound	25	26	27	28	29	30
XBP1 UPR activ	-1	-1	3	2	-1	-9
APJ antagonist	12	-3	-2	-18	1	-24
697 NFkB inh	-1	8	13	1	2	0
tim23-1 inh	19	-14	0	-29	7	15
APJ ag	1	-4	-3	-5	-2	-2
Jurkat NFkB inh	11	-8	3	-15	2	0
Mdm2 MdmX PPI	1	1	-17	9	11	44
CHOP UPR activ	-2.2	0.3	1.5	-1.4	-1.2	-1.3

31. Nc1ccc(CCS(N)(=O)=O)cc1
32. O=C(O)COCC(=O)Nc1ccc(-n2cnnn2)cc1
33. COc1cc(C(=O)Nc2ccc3c(c2)Cc2ccccc2-3)cc(OC)c1OC
34. CCN(CC)C(=O)COc1ccc2c(c1)C(=O)CC(C)(C)O2
35. Cc1cc2c(c(=O)n1Cc1cccnc1)C(Cc1ccccc1)C(C#N)=C(N)O2 (centres undefined)
36. COc1ccc(C)cc1Cn1c(S(C)(=O)=O)nc2ccccc21
Compound	31	32	33	34	35	36
XBP1 UPR activ	-1	1	4	-2	-4	-1
APJ antagonist	-6	1	6	-1	15	7
697 NFkB inh	4	16	-16	-4	12	1
tim23-1 inh	2	2	-13	12	5	14
APJ ag	-1	-4	0	0	-1	-6
Jurkat NFkB inh	7	16	54*	-10	-2	-6
Mdm2 MdmX PPI	5	30	47	-18	-5	19
CHOP UPR activ	-1.6	2.0	1.8	1.3	-2.8	0.1

37. O=C(Nc1cccc(NC(=O)c2cccs2)c1)c1cccnc1
38. O=C(/C=C/c1ccc([N+](=O)[O-])cc1)NCc1ccco1
39. COc1ccc(C(=O)NC2CC2)cc1OC1CCN(Cc2cc(C)cc(C)c2)CC1
40. O=C(CCC1CCCCC1)NNC(=O)NC12CC3CC(CC(C3)C1)C2
41. COc1ccccc1NC(=O)Nc1nc(CC(=O)Nc2ccc(F)c(F)c2)cs1
42. N#Cc1c(NC(=O)CCCC(=O)O)sc2c1CCCCC2
Compound	37	38	39	40	41	42
XBP1 UPR activ	-2	2	-5	2	-3	-6
APJ antagonist	10	-25	-48	25	15	0
697 NFkB inh	12	-44	-24	3	7	-11
tim23-1 inh	-13	21	-12	16	0	6
APJ ag	0	2	-4	-3	0	-3
Jurkat NFkB inh	8	34	-8	-9	7	-6
Mdm2 MdmX PPI	8	-23	26	9	41	-65
CHOP UPR activ	0.3	1.4	0.7	-0.9	2.9	-3.1

43. O=C(O)CCn1cc(/C=C2\SC(=S)NC2=O)c(-c2ccccc2)n1
44. CC1CCN(C(=O)CSc2ccc(-c3cccc([N+](=O)[O-])c3)nn2)CC1
45. Cn1ncc(Cl)c1C(=O)Nc1ccc2c(c1)CCC2
46. COc1ccc(N(CC(=O)NCc2cccnc2)S(=O)(=O)c2ccccc2)c(OC)c1
47. COc1cccc2c1OCC(C(=O)OCc1cccnc1)=C2
48. O=C(COc1ccc(S(=O)(=O)NCc2ccccc2)cc1)NCC1CCCO1 (centres undefined)
Compound	43	44	45	46	47	48
XBP1 UPR activ	-2	1	5	-1	-1	-1
APJ antagonist	-2	-1	-25	6	-14	-5
697 NFkB inh	2	12	-69	5	8	-46
tim23-1 inh	18	18	6	-4	0	6
APJ ag	-3	3	-2	0	-2	4
Jurkat NFkB inh	-1	-4	-68	-12	9	-14
Mdm2 MdmX PPI	8	23	3	23	27	-29
CHOP UPR activ	0.4	-0.5	1.0	-1.1	-0.7	1.1

49. NS(=O)(=O)c1ccc(CCNC(=O)CSc2ccc(Cl)cc2Cl)cc1
50. O=C(COC(=O)/C=C/c1ccc([N+](=O)[O-])cc1)NCC1CCCCC1
51. CC1CCN(C2(O)C(=O)Nc3ccc([N+](=O)[O-])cc32)CC1 (centres undefined)
52. COCCNC(=O)c1cc2c(=O)[nH]c3ccccc3c2s1
53. Cc1ccc(CN(C(=O)c2ccco2)C(C(=O)NC2CCCC2)c2ccc(N3CCOCC3)cc2)cc1 (centres undefined)
54. CC(C)(C)NC(=O)CCSc1nnc(-c2ccco2)o1
Compound	49	50	51	52	53	54
XBP1 UPR activ	1	0	-2	4	-3	1
APJ antagonist	-5	1	18	5	7	6
697 NFkB inh	5	14	-3	17	20	-14
tim23-1 inh	4	3	20	-3	14	6
APJ ag	0	-1	-3	-2	-5	0
Jurkat NFkB inh	-4	1	0	-25	16	-10
Mdm2 MdmX PPI	-1	6	-5	12	-12	4
CHOP UPR activ	0.9	-0.3	-0.9	-1.0	1.6	2.6

55. COCCOc1cc2ncnc(N3CCC(C(=O)O)CC3)c2cc1OCCOC
56. O=C(NCc1ccncc1)C(=O)NCc1ccco1
57. Cc1ccc(-c2c[n+](CC(=O)Nc3c(C)cccc3C)c3n2CCC3)cc1
58. CC(=O)Nc1ccc(NC(=O)N2CCCCC2)cc1
59. Cc1c(C(=O)N2CCOCC2)oc2ccc(S(=O)(=O)N3CCCC3)cc12
60. COc1ccc(NC(=O)CN2C(=O)CC(C)(C)S(=O)(=O)c3ccccc32)cc1
61. O=C(COc1ccccc1)Nc1ccc(S(=O)(=O)NCc2ccco2)cc1
62. Cc1ccc(NC(=O)CN(C)CC(=O)Nc2sc3c(c2C(N)=O)CCC3)cc1
63. Cc1cc(OCC(O)CNC(C)c2ccccc2)ccc1C(C)C (centres undefined)
Compound	55	56	57	58	59	60	61	62	63
XBP1 UPR activ	-3	-1	0	-2	-3	2	1	-2	4
APJ antagonist	-4	13	17	5	-2	-3	11	-1	9
697 NFkB inh	3	10	0	12	-8	3	-20	4	-2
tim23-1 inh	8	4	10	15	-1	0	28	6	-8
APJ ag	4	-1	-6	-3	-3	-4	2	-7	2
Jurkat NFkB inh	-11	12	-2	-10	-45	-15	-24	-9	0
Mdm2 MdmX PPI	-22	-9	16	1	15	18	10	14	59*
CHOP UPR activ	-0.7	1.1	-1.0	-1.5	1.7	-2.8	-0.4	0.8	0.5

Hits appear at their usual frequency. About 5% of those tested had a hit in this group.
